High-throughput results: PubChem, several laboratories
CTSL1 counter = counter-screen for PFM18AAP inhibitors: inhibitors of F. hepatica cathepsin L1 | actives 0.49% (n = 300,000) | inhibition, % at 5.96 µM | recombinant F. hepatica cathepsin L1, Z-Leu-Arg-MCA fluorescence | AID 1906;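 active = inhibition above the mean of all tested compounds plus 3 SD, set per screening campaign, cut at about 17% in these data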;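 note: 0% = plate median of test compound wells and 100% = 1 µM Z-Phe-Ala-diazomethylketone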
procasp7 counter = counter-screen for procaspase-3 activators: activators of human procaspase-7; P55210; recombinant procaspase-7, Ac-DEVD-pNA absorbance 405 nm; D23A/D198A/D206A triple mutant, cannot self-cleave; scale: DMSO 0, 5 µM enzyme 100; activation, % at 8.5 µM; actives 0.093% (n = 330,000); AID 463210;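 active = percent activation above the screen-wide mean plus 3 SD, cut at about 25% in these data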
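Detection: p-Nitroaniline absorbance at 405 nm, read at 0 and 120 min; system: Uncleavable procaspase-7 mutant enzyme; evaluation: % activation from two-timepoint absorbance difference, scaled to controls; times: 1 h enzyme–compound preincubation and 2 h substrate reaction, both 25 °C; buffer or medium: Zinc-free HEPES pH 7.4 with 300 mM NaCl, 0.01% Triton X-100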
PP5 inh = blocks human protein phosphatase 5 activity | actives 0.18% (n = 320,000) | P53041 | inhibition, % at 6.7 µM | AID 1987 | purified PP5c, OMFP substrate fluorescence;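 active = inhibition above the campaign's mean inhibition across all tested compounds plus 3 SD, cut at about 9.5% in these data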;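 note: 0% = DMSO only and 100% = 100 µM cantharidin control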
Target sequence (P53041 whole entry, looked up): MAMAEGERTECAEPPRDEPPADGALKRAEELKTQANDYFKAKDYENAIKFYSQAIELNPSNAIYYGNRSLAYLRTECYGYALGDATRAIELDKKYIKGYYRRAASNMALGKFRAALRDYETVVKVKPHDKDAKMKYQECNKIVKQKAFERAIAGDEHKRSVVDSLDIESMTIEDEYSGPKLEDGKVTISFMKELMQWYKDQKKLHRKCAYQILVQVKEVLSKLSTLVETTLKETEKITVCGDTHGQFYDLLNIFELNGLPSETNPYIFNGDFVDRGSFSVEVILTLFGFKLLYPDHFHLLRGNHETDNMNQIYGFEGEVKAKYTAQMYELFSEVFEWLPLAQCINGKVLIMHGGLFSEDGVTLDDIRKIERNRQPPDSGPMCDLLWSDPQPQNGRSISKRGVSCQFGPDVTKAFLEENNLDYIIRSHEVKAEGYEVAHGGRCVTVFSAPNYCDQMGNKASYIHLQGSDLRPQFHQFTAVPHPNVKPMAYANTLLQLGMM
procasp3 activ = procaspase-3 (human) activation. activation, % at 8.5 µM. actives 0.11% (n = 330,000). AID 463141. recombinant procaspase-3 D3A, Ac-DEVD-pNA absorbance 405 nm. P42574;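 active = activation above the mean of all tested compounds plus 3 SD, cut at about 21% in these data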;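 note: 0% = DMSO alone and 100% = DMSO wells spiked with extra 5 µM PC-3 D3A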
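Test system: Procaspase-3 D3A mutant; medium: Zinc-free HEPES/NaCl buffer with 0.01% Triton X-100 at pH 7.4; reagent: DEVD-pNA substrate; doses: one concentration, 8.5 µM nominal, 0.8% DMSO; times: 1 h preincubation plus 2 h reaction at 25 °C; signal: Epi-absorbance at 405 nm of released p-nitroaniline, 0 and 120 min; replicates: singlicate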
VLA-4 inh = inhibition in a human VLA-4 binding assay | VLA-4 expressing cells, ligand binding flow cytometry | P13612 | actives 0.2% (n = 330,000) | inhibition, % (about 7 µM as worked out from the volumes in the protocol) | AID 2557; in the data active = inhibition above about 50%
GASC-1 inh = human JMJD2C demethylase inhibition. Q9H3R0. GST-JMJD2C(1-420) H3K9me3 demethylation, DELFIA europium. inhibition, % at 2.35 µM. actives 0.069% (n = 330,000). AID 2099;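 active = more than half of a compound's replicate wells show inhibition beyond 50%, single wells judged on their own value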;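 note: signal counts dimethyl H3K9 product captured on neutravidin plate; 0% = median of DMSO wells and 100% = 0.3 times that DMSO median; strong numbers were not always called active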
Target sequence (Q9H3R0 1-420 limits assumed): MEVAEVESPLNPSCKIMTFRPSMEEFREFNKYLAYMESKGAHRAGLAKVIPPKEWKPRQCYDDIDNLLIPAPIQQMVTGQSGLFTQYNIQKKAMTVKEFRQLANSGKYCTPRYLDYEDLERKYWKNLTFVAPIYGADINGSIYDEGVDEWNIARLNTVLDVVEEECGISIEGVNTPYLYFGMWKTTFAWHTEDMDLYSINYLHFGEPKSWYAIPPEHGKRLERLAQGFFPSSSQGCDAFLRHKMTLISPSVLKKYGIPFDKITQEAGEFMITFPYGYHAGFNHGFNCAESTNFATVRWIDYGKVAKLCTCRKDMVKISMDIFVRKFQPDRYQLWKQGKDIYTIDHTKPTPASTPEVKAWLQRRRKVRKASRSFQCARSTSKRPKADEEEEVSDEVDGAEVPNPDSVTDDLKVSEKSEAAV
PP1 inh = PP1-alpha (human) inhibition in PP5 counter-screen | P62136 | purified PP1alpha, OMFP fluorescence | inhibition, % at 6.7 µM | actives 0.9% (n = 320,000) | AID 2235;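 active = inhibition above the mean inhibition of all tested compounds plus 3 SD, computed separately for each screening campaign, cut at about 15% in these data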
GRK2 inh = blocks RNA aptamer binding to human GRK2; bead flow cytometry, FAM-aptamer displacement from GRK2; inhibition of aptamer binding, % at 10 µM; actives 0.59% (n = 330,000); P25098;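 active = inhibition of aptamer binding above 40%, roughly 3 SD of noise, on plates passing a quality check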;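 note: median bead fluorescence of bound FAM aptamer so fluorescent compounds give negative values; no value below 0 was filed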
core dimer inh = blocks dimerization of HCV core protein; TR-FRET GST/Flag-core106 dimerization, 1536-well; inhibition, % at 5 µM; actives 0.33% (n = 300,000);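 active = inhibition above the mean of all tested compounds plus 3 SD, set per screening campaign, cut at about 45% in these data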
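Test system: GST/Flag-tagged HCV core106 proteins; Medium: KF-containing HEPES buffer, pH 7.45, DTT, CHAPS, BSA; Times: compound-protein-antibody incubation 4 h at 22.5 °C; Detection: TR-FRET 671 and 617 nm emission; Benchmarks: wells lacking GST-core106 and wells with excess unlabelled core106.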
An asterisk follows results filed as active; / = no result given.

SMILES | CTSL1 counter | procasp7 counter | PP5 inh | procasp3 activ | VLA-4 inh | GASC-1 inh | PP1 inh | GRK2 inh | core dimer inh
COC(=O)[C@H](Cc1ccccc1)NC(=O)NCCC1=CCCCC1 | 5 | 1 | -1.8 | 2 | 5 | 13 | -7 | 3 | 1
Cc1nc(NC(=S)NC(=O)c2cncc(Br)c2)ccc1Br | 1 | 7 | 1.8 | 2 | -83 | 19 | -2 | 0 | 6
O=C(O)C1Sc2[nH]c(=O)sc2C2c3ccc(O)cc3OC(=O)C12 (configuration not stated) | 4 | -18 | 2.1 | -13 | 2 | 2 | 0 | 15 | -7
COc1cccc(C(=O)Nc2cc(S(=O)(=O)N3CCCCC3)ccc2OC)c1 | 2 | 0 | 1.4 | 2 | 14 | -7 | 5 | 1 | 2
O=C(Nc1nc2ccccc2[nH]1)c1ccc(Cl)c([N+](=O)[O-])c1 | 4 | 6 | 0.4 | -9 | -17 | -2 | -3 | 3 | 1
Cn1nc(-c2ccccc2)c(-c2nc(-c3cccc(Cl)c3)no2)c1Cl | -1 | 1 | -0.2 | -6 | 0 | -2 | 2 | 0 | 0
NC(=NC(=O)c1ccccc1)N1CCN(C(c2ccccc2)c2ccccc2)CC1 | -5 | 1 | 3.1 | 0 | 2 | -8 | 0 | 0 | 4
CC(=O)c1sc(NC(=O)CCCOc2ccccc2C)nc1C | 5 | 2 | -1.2 | 8 | 3 | -3 | -1 | 0 | 9
Nn1c(SCC(=O)Nc2ccc3c(c2)OCO3)nnc1C(F)(F)F | -2 | 11 | -2.1 | -2 | 15 | -3 | -3 | 0 | 0
CN(C)S(=O)(=O)c1ccc(Cl)c(C(=O)OCC(=O)NNC(=O)c2cccs2)c1 | / | -1 | -1.5 | 6 | 12 | / | -9 | 0 | /
O=C(Nc1ccc(Oc2ccc(S(=O)(=O)N3CCOCC3)cn2)cc1)c1ccco1 | 1 | 8 | 3.3 | -3 | -23 | 2 | -5 | 3 | 10
Cc1nnc(SCC(=O)Nc2ccc3c(c2)OCO3)o1 | 1 | 3 | -0.3 | 0 | -2 | -1 | -3 | 0 | 0
CN(c1ccccc1C(=O)Nc1ccc(S(=O)(=O)N2CCCC2)cc1)S(C)(=O)=O | -6 | -7 | -1.9 | 1 | 1 | 2 | -4 | 0 | -1
Cn1c(=O)c(=O)n(C)c2cc(S(=O)(=O)NCCc3ccccc3)ccc21 | 2 | -2 | -0.5 | 0 | -6 | -4 | -2 | 1 | 0
COc1ccc(NC(=O)C2CCCN(S(=O)(=O)c3c(C)n[nH]c3C)C2)c(OC)c1 (configuration not stated) | -2 | -2 | 0.3 | 3 | -3 | -8 | -3 | 0 | -4
CCc1nnc(NC(=O)C(=O)NCCOC(=O)c2ccccc2Cl)s1 | -1 | 1 | -2.1 | -1 | 20 | / | -3 | 0 | 4
O=C(CNC(=O)c1ccccc1Cl)c1ccccc1 | 0 | 11 | 4.0 | 2 | 7 | -8 | -4 | 1 | 5
O=C(CC1Sc2ccccc2NC1=O)NCc1ccc(Cl)cc1 (configuration not stated) | -1 | 13 | 0.4 | 2 | 5 | -13 | -5 | 0 | 1
CCCCNS(=O)(=O)c1ccc2nc(SCC(N)=O)[nH]c2c1 | 5 | 4 | -1.1 | 5 | 12 | 6 | -3 | 0 | -2
COc1ccc(N(CC(=O)N/N=C/c2cccs2)S(=O)(=O)c2ccccc2)cc1 | 10 | -6 | 2.9 | -1 | 2 | 10 | 0 | 0 | 5
COC(=O)c1ccc(Nc2ccc3nonc3c2[N+](=O)[O-])cc1 | -1 | -1 | 1.8 | 4 | -3 | -1 | -1 | 0 | -2
Cn1cc(S(=O)(=O)Cc2ccc(F)cc2)c2ccccc21 | 3 | 0 | 0.8 | -8 | -12 | 9 | -4 | 0 | -16
Cc1ccc(CNS(=O)(=O)c2ccc(CN3C(=O)c4cccnc4C3=O)s2)o1 | 0 | -27 | -1.4 | -15 | -1 | -10 | -3 | 2 | -1
CC(=O)N1c2ccc3ccccc3c2C2C=CCC2C1c1ccc(Br)cc1 (configuration not stated) | -2 | -5 | 1.6 | -5 | -98 | 20 | 0 | 6 | 15
N#C/C(=C(/O)CCl)c1nc2ccccc2[nH]1 | 4 | 2 | -1.1 | -1 | 11 | 38 | -2 | 2 | 11
SMILES | CTSL1 counter | procasp7 counter | PP5 inh | procasp3 activ | VLA-4 inh | GASC-1 inh | PP1 inh | GRK2 inh | core dimer inh
NC(=O)C1CCN(C(=O)c2ccc3c(=O)n(Cc4ccco4)c(SCC(=O)c4ccc(F)cc4)nc3c2)CC1 | 3 | -6 | 0.1 | -1 | 15 | -6 | -11 | 0 | 7
O=C(NCC(c1cccs1)N1CCOCC1)C1CCN(S(=O)(=O)c2c(Cl)cccc2Cl)CC1 (configuration not stated) | 0 | -2 | -0.1 | -9 | 1 | 2 | -5 | 1 | -3
O=C1Nc2ccccc2Oc2cc([N+](=O)[O-])cc(Oc3ccccc3)c21 | 1 | 8 | 3.2 | 10 | -226 | -6 | -3 | 0 | 24
CCn1cnnc1SCC(=O)Nc1ccccc1C(=O)NC1CC1 | / | 15 | / | 1 | 14 | 20 | / | 1 | /
COc1cc(/C=N/NC(=O)CSc2ccccn2)ccc1O | -8 | 8 | -1.5 | -4 | 4 | 37 | -2 | 0 | -2
Cc1cccc(Nc2nc(N)nc(CN3CCC(C)CC3)n2)c1C | 0 | 7 | 1.1 | 3 | 8 | 194 | -7 | 6 | -1
C=CCNc1ccc(N2C(=O)CCCC2=O)cc1[N+](=O)[O-] | 0 | -7 | -0.5 | -1 | 3 | -3 | -4 | 0 | 7
COc1cc([N+](=O)[O-])ccc1N | 0 | 10 | 1.5 | -7 | 0 | -1 | -2 | 0 | -1
CCn1ncc(CN2CCN(C(=O)Nc3ccccc3C(=O)OC)CC2)c1C | 2 | -1 | -1.3 | 5 | 19 | -5 | -2 | 1 | -9
CCOc1cccc(-c2nnc(SCC(=O)NC3CC3)n2C)c1 | 3 | 5 | 0.8 | 8 | 19 | 0 | -1 | 2 | 5
Cn1c(SCC(=O)c2ccc(O)cc2O)nnc1-c1ccccc1 | -4 | 13 | 1.5 | 3 | 2 | -3 | -4 | 0 | 10
CCc1ccccc1NC(=O)NNC(=O)c1ccc2ccccc2c1O | -2 | 2 | -0.5 | -1 | 2 | 14 | -5 | 3 | -1
Cc1noc(NS(=O)(=O)c2ccc(NC(=O)c3ccccc3NS(=O)(=O)c3ccc(F)cc3)cc2)c1C | / | 4 | / | 7 | 0 | 1 | / | 0 | /
COc1cccc(-n2nnnc2SCC(=O)NCCc2ccc(OC)c(OC)c2)c1 | 1 | 15 | -0.3 | 0 | 6 | 51 | 1 | 0 | -1
COc1ccc2c(c1)[C@H]1[C@H](CO2)[C@H](c2ccccc2)[C@]2(C)C(=O)N(CC3CCCO3)CC(=O)N12 (some centres not stated) | / | 7 | 0.3 | 12 | 11 | -1 | -1 | 4 | /
Cc1nnc(SCC(=O)N(CC(C)C)C2CCS(=O)(=O)C2)n1N (configuration not stated) | / | 4 | -2.7 | 13 | -2 | 0 | -5 | 5 | /
CCn1c(SCc2ccc(C)cc2)nnc1-c1cnccn1 | 0 | 0 | -1.6 | 7 | 18 | -1 | -1 | 2 | -1
O=[N+]([O-])c1cccc(/C=N/N2CCN(Cc3ccccc3)CC2)c1 | 0 | 2 | 4.2 | 9 | -4 | 0 | 1 | 1 | -2
CCCCNC(=O)c1c(N)n(/N=C/c2ccccn2)c2nc3ccccc3nc12 | 2 | 3 | -0.3 | -6 | -6 | 1 | -4 | 2 | -3
Cc1[nH]c2ccc(-c3n[nH]c(=S)n3-c3ccc(Br)cc3)cc2c1C | 4 | -8 | -1.5 | -3 | -1 | -2 | 0 | 0 | 8
COCCNC(=S)N/N=C(\C)c1cccc(OC)c1 | -1 | -8 | -0.3 | 9 | 1 | -9 | 0 | 0 | 2
COc1ccc(C)cc1NC(=O)CCCN1C(=O)C(c2ccccc2)Oc2cccnc21 (configuration not stated) | -1 | 5 | 2.1 | 2 | -51 | 52 | -1 | 0 | 1
Fc1ccccc1Cc1noc(CN2CCN(c3ccc(Cl)cn3)CC2)n1 | 6 | 5 | 1.9 | 10 | 0 | 9 | 4 | 2 | 4
NC(=O)c1nsc(C(=O)N(c2ccccc2)C(C(=O)NC2CCCC2)c2ccc3ncccc3c2)c1N (configuration not stated) | 3 | -5 | 2.3 | -17 | -13 | -7 | 5 | 1 | 20
O=C(O)c1cccc(S(=O)(=O)Nc2ccc([N+](=O)[O-])cc2O)c1 | -2 | -8 | -0.5 | -7 | 3 | -1 | 1 | 0 | 1

Compound profiles, as listed above.
O=C(O)C1Sc2[nH]c(=O)sc2C2c3ccc(O)cc3OC(=O)C12 (configuration not stated) across the screens: CTSL1 counter = 4; procasp7 counter = -18; PP5 inh = 2.1; procasp3 activ = -13; VLA-4 inh = 2; GASC-1 inh = 2; PP1 inh = 0; GRK2 inh = 15; core dimer inh = -7
COC(=O)[C@H](Cc1ccccc1)NC(=O)NCCC1=CCCCC1 across the screens: CTSL1 counter = 5; procasp7 counter = 1; PP5 inh = -1.8; procasp3 activ = 2; VLA-4 inh = 5; GASC-1 inh = 13; PP1 inh = -7; GRK2 inh = 3; core dimer inh = 1

The list goes on:
SMILES | CTSL1 counter | procasp7 counter | PP5 inh | procasp3 activ | VLA-4 inh | GASC-1 inh | PP1 inh | GRK2 inh | core dimer inh
CC(C)NC(=O)NC(=O)COc1c(F)c(F)cc(F)c1F | -4 | -5 | 3.0 | -1 | 5 | -4 | -3 | 0 | 4
COc1ccc(NC2CCCN(C(=O)Cn3ccc(C)n3)C2)cc1OC (configuration not stated) | 1 | -20 | 3.7 | -20 | -3 | 4 | -3 | 16 | -17
C=CCn1c(=O)c(C(=O)NCCN(CC)CC)c(O)c2ccccc21 | 1 | 1 | -1.2 | -14 | 0 | 2 | -2 | 0 | -2
Cc1nc(Cl)sc1C(=O)Nc1cc(F)cc(F)c1 | 1 | -12 | 0.4 | 1 | 8 | 3 | -1 | 1 | -7
COc1ccc2c(c1OC)C(=O)OC2CC(=O)c1ccc(O)c(O)c1 (configuration not stated) | 2 | 20 | 2.7 | 21 | -4 | 0 | -1 | 0 | -6
CCCCN(C)CCNC(=O)CCn1nc(-c2ccc(C)cc2)ccc1=O | -1 | 10 | -0.4 | -1 | 15 | -9 | -1 | 0 | -8
CC(=O)OCC1=C(C(=O)O)N2C(=O)C(NC(=O)c3ccc(COc4c(C)cccc4Cl)o3)C2SC1 (configuration not stated) | 2 | -26 | -0.3 | -17 | 14 | 7 | 7 | 2 | 14
Cc1cccc(OCCNc2cc(N3CCN(C)CC3)ccc2[N+](=O)[O-])c1 | -6 | -6 | 1.5 | 0 | 2 | 3 | -3 | 0 | 0
Cc1occc1C(=O)Nc1cccc(Cn2cccn2)c1 | 1 | 1 | -1.0 | 1 | 6 | 99 | 1 | 2 | 6
O=C(O)/C=C/C(=O)Nc1cccc2cccnc12 | 10 | 0 | 0.2 | 2 | 3 | 18 | -2 | 1 | 9
